# aDG glyco up: increases alpha dystroglycan glycosylation; Pro5-aDG cells, alpha-DG glycosylation AlphaScreen (IIH6); 0% Pro5, 100% B10-LARGE cell signal; activation, % at 10 µM; 360,000 compounds, 0.22% hits; AID 624168;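 active means activation of at least 8% versus controls, or a plate z-score of at least 8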;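 further: Pro5 are CHO cells carrying HIG-tagged alpha-DG that lacks glycosylation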
# NR2E3 ag-1: agonists of human NR2E3 nuclear receptor; CHO-S Gal4-NCOR/VP16-NR2E3 two-hybrid, luciferase; inhibition of corepressor binding, % at 3.98 µM; 360,000 compounds, 0.35% hits; AID 602229;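 active means inhibition above the mean of all tested compounds plus 3 SD, cut at about 70% in these data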;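 further: 0% = DMSO with NR2E3 transfected cells and 100% = cells lacking NR2E3 construct; higher means lower luciferase signal from less NR2E3 corepressor binding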
# Target sequence (Q9Y5X4 whole entry, looked up, the tested form may be a part): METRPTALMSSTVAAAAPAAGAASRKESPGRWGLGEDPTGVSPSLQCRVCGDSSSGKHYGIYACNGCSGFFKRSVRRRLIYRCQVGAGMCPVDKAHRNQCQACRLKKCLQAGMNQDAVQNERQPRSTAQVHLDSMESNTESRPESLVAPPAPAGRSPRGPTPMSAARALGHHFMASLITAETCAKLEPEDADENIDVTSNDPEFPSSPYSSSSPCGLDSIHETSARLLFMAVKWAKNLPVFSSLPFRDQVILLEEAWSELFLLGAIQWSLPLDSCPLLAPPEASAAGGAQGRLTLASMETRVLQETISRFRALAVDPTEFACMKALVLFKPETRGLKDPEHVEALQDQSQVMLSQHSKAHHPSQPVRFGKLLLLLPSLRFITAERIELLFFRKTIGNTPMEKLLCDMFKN
# iPSC survival up: hiPSC single-cell survival enhancement | ATPlite luminescence; 100% = ROCK inhibitor wells, 0% = DMSO | survival enhancement, % at 20 µM | 360,000 compounds, 0.044% hits | AID 602274; in the data active means survival enhancement above about 18%;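 further: cells exposed to compounds for 16 hours before the ATP read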
# Shn3 3UTR inh: inhibitors of Schnurri-3 3'UTR reporter in osteoblasts; Clone20 osteoblast Shn3 3'UTR firefly luciferase, 24 h; inhibition, % at 12.5 µM; 360,000 compounds, 0.52% hits; AID 588674;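 active means mean inhibition of at least 75% with every replicate also reaching 75%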;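 further: 0% = median of neutral control wells and 100% = pilot-screen positive control compound; some compounds past the cut are filed as inactive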
# HIF-2a inh: HIF-2a inhibition. 786-0 RCC cells HIF-2a reporter, luciferase luminescence, overnight. inhibition, % at 18.8 µM. 360,000 compounds, 0.72% hits. AID 624352;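 active means inhibition of the luminescence signal of 40% or more relative to plate controls, in a single-dose primary screen at 18.75 µM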
# Peg3 promoter: reduces Peg3 promoter-driven luciferase expression in HeLa | HeLa PEG-Prom luciferase reporter, luminescence, overnight | inhibition, % at 20 µM | 360,000 compounds, 1.7% hits | AID 588405;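 active means inhibition of at least 50% at 20 µM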
# NR2E3 ag-2: activates human photoreceptor nuclear receptor NR2E3 | Q9Y5X4 | GST-NR2E3/biotin-RetCOR TR-FRET, 1536-well | inhibition of corepressor binding, % at 4.78 µM | 320,000 compounds, 0.12% hits | AID 2300;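 active means percent inhibition above the cutoff of mean plus 3 SD of all tested compounds, set per screening campaign, cut at about 20% in these data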;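 further: 0% = DMSO wells and 100% = biotin wells as full block of FRET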
#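 Material: NR2E3–RetCOR corepressor complex / Amount: 1.35 nM GST-NR2E3 / Medium: Tris pH 7.5 / Compound: single nominal compound dose of 4.8 µM / Incubation: 5 h at 4 °C / Technique: TR-FRET, Eu(K)-anti-GST donor, streptavidin-D2 acceptor, ex 340, em 617/671 nm / Read-out basis: percent loss of FRET ratio relative to control wells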
# TRPM1 prom inh: inhibitors of MITF-driven TRPM1 promoter in melanoma cells. SK-MEL-5 TRPM1 promoter luciferase, 24 h. inhibition, % at 12.5 µM. 330,000 compounds, 0.83% hits. AID 488899;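 active means mean inhibition across replicates of 60% or more, whatever share of single replicates reaches that level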; further: values of inactives mirror those of a sister screen read the other way
# KKLEB tox: reduces viability of KKLEB cystic fibrosis airway cells. 360,000 compounds, 0.36% hits. activity change (cytotoxicity), % at 5 µM. KKLEB CF airway cells viability, ATPlite luminescence, overnight; active compounds read low; cells stimulated with P. aeruginosa culture filtrate;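 active means corrected activity change at or below -50% at 5 µM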
# TWEAK-Fn14 inh: TWEAK-Fn14 signaling inhibition. TWEAK-stimulated Fn14 reporter cells, luciferase luminescence, 8 h. inhibition, % at 10 µM. 360,000 compounds, 2% hits. AID 1159606; in the data active means inhibition above about 50%
# CF NFkB inh: inhibitors of cystic fibrosis induced NF-kB | inhibition, % at 5 µM | 360,000 compounds, 0.86% hits | KKLEB NF-kB-GFP reporter, PAF-induced, GFP fluorescence overnight;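 active means at least 50% inhibition at 5 µM, scaled per plate between neutral and stimulator controls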;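 further: PAF is a Pseudomonas aeruginosa culture filtrate used as stimulus; plate controls were PAF-stimulated DMSO wells for no effect and unstimulated DMSO wells for full effect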
# The depositor's hits bear a star; x = no result given. Random draw from the library. Share with any hit: about 4.4%.
SMILES,aDG glyco up,NR2E3 ag-1,iPSC survival up,Shn3 3UTR inh,HIF-2a inh,Peg3 promoter,NR2E3 ag-2,TRPM1 prom inh,KKLEB tox,TWEAK-Fn14 inh,CF NFkB inh
Cc1ccc(C(=O)NC(=S)NNC(=O)c2ccc([N+](=O)[O-])cc2)cc1,0.1,8,-0.5,22,15,15,-1,4,9,-4,10
COCc1nc2ccccc2n1Cc1ccccc1C,0.0,10,0.3,-15,-2,7,-1,1,-3,-28,-25
COc1ccccc1-n1c(-c2ccccc2)n[nH]c1=S,-0.1,-8,0.7,48,-8,4,2,6,-3,-3,12
Cc1ccc2cc(CN(CC3CCCO3)S(=O)(=O)c3ccc4c(c3)OCCO4)c(=O)[nH]c2c1C (centres undefined),0.0,-27,-1.7,-7,-170,-15,0,-2,7,-23,14
COc1ccc([C@@H]2[C@@H]3C(=O)N(C(C)(C)C)C(=O)[C@@H]3[C@]3(Cc4ccc(Cl)cc4)C(=O)N(c4ccc(C)cc4)C(=O)N23)cc1,0.8,-37,-2.8,-4,15,12,0,8,-9,-1,22
CCOc1ccc(OCC)c(NC(=O)CN(c2ccc(OC)cc2)S(=O)(=O)c2c(C)noc2C)c1,0.2,-10,-0.2,13,17,38,2,-10,-4,3,20
O=C(Nc1ccccc1OC(=O)c1ccccc1)c1ccccc1,-0.3,-17,-1.0,-15,-120,-116,x,12,-15,-31,-9
CCC(C)Sc1nnc(Cc2cc(=O)[nH]c(=O)[nH]2)n1-c1ccc(F)cc1 (centres undefined),-0.3,2,0.4,5,8,-7,3,-4,2,-13,-2
CC(C)Cn1c(N)c(C(=O)COC(=O)c2cc(-c3ccco3)nc3ccccc23)c(=O)n(C)c1=O,0.0,-4,0.0,11,13,10,3,14,3,-5,8
O=C(Nc1nnc(C2CCCCC2)s1)C1CC(=O)N(c2ccc(F)cc2)C1 (centres undefined),0.1,-9,-0.5,-4,2,-3,-4,-1,7,29,8
Cc1cc(C)n2nc(SCC(=O)N3CCN(c4ccccc4)CC3)nc2n1,0.0,-34,4.5,3,5,15,x,11,12,-4,-15
COc1ccc(NC(=O)CN2CCN(c3ccc(C)cc3C)CC2)cc1,0.0,-8,0.2,-5,19,8,2,2,7,-10,1
CCOCCCn1c(SCC(=O)NC(C)(C)C)nc2ccccc2c1=O,0.2,15,0.3,-3,18,9,1,-2,-6,-5,12
CCOC(=O)[C@]12CCC=C1N(Cc1cccc3ccccc13)C(=O)[C@H](CC(=O)N1CCCCC1)C2,-0.4,-15,-0.7,x,12,x,x,x,x,-10,x
CC1(C)CCc2cc(S(=O)(=O)N3CCN(S(=O)(=O)c4c(F)cccc4F)CC3)ccc2O1,-0.1,-96,2.9,-11,-111,-152,x,-36,-3,-49,6
CCCC(O)(c1ccc(Br)cc1)C(CN1CCOCC1)c1ccc(Cl)cc1 (centres undefined),0.3,-23,1.5,4,7,58*,0,-3,-11,-3,18
Cc1cccc(C(O)c2ncc(-c3cccc(C(F)(F)F)c3)[nH]2)c1C (centres undefined),0.0,-9,-0.5,-2,10,27,x,x,-3,-25,-8
CC(C)Cn1c(N)c(C(=O)COC(=O)/C=C/c2ccccc2)c(=O)n(C)c1=O,4.1,74*,-0.1,73,17,23,7,13,10,31,16
COc1ccccc1C(=O)C1CCCN(C(=O)c2cc(C(C)C)no2)C1 (centres undefined),0.0,3,0.2,-35,-4,15,4,6,-2,-3,21
CCOc1ccccc1C(=O)N1CCOCC1,-0.3,19,0.4,0,4,-3,0,-6,6,-3,-1
C=CCn1c(=N)n(CC(O)COc2ccc(OC)cc2)c2ccccc21 (centres undefined),0.6,-12,1.6,35,-1,-10,7,x,1,-10,-25
CN(C)N(Cc1ccccc1)C(=O)C(O)(c1ccccc1)c1ccccc1,0.0,-5,0.0,-23,18,23,x,x,-2,1,0
CCN(CC)CCNC(=O)c1ccc(NC(=O)c2cn(-c3ccccc3)nc2-c2cccs2)cc1,-0.9,-21,-5.0,-17,-78,106*,0,76*,-13,-28,-14
CCC1CCCCN1C(=O)CSC1=NN2CCCC(=O)N=C2S1 (centres undefined),0.0,-10,-0.4,12,5,-45,3,-5,-13,-9,18

# Record cards, from the list above. Screens in order: aDG glyco up, NR2E3 ag-1, iPSC survival up, Shn3 3UTR inh, HIF-2a inh, Peg3 promoter, NR2E3 ag-2, TRPM1 prom inh, KKLEB tox, TWEAK-Fn14 inh, CF NFkB inh
# CC(C)Cn1c(N)c(C(=O)COC(=O)/C=C/c2ccccc2)c(=O)n(C)c1=O as listed: 4.1, 74*, -0.1, 73, 17, 23, 7, 13, 10, 31, 16
# Cc1cccc(C(O)c2ncc(-c3cccc(C(F)(F)F)c3)[nH]2)c1C (centres undefined) as listed: 0.0, -9, -0.5, -2, 10, 27, x, x, -3, -25, -8
# CCOC(=O)[C@]12CCC=C1N(Cc1cccc3ccccc13)C(=O)[C@H](CC(=O)N1CCCCC1)C2 as listed: -0.4, -15, -0.7, x, 12, x, x, x, x, -10, x
# CCN(CC)CCNC(=O)c1ccc(NC(=O)c2cn(-c3ccccc3)nc2-c2cccs2)cc1 as listed: -0.9, -21, -5.0, -17, -78, 106*, 0, 76*, -13, -28, -14
# CCOc1ccccc1C(=O)N1CCOCC1 as listed: -0.3, 19, 0.4, 0, 4, -3, 0, -6, 6, -3, -1

# The results go on.
SMILES,aDG glyco up,NR2E3 ag-1,iPSC survival up,Shn3 3UTR inh,HIF-2a inh,Peg3 promoter,NR2E3 ag-2,TRPM1 prom inh,KKLEB tox,TWEAK-Fn14 inh,CF NFkB inh
CCCS(=O)(=O)c1c(S(=O)(=O)CCC)c2ccc(C(N)=O)cn2c1C(=O)OC,0.0,-12,-1.0,-33,17,4,-4,8,5,-10,12
CC/C(O)=C1\C(=O)CCCC1=NCCc1c(C)[nH]c2ccc(C)cc12,0.0,29,-0.3,-4,12,4,-1,-10,-6,4,16
CCc1cccc(C)c1NS(=O)(=O)Cc1ccccc1,-0.1,-33,0.0,0,21,2,-3,18,-5,-8,2
COc1cccc(NC(=O)C2C3C=CC4(O3)C2C(=O)N(CCCN2CCC(C)CC2)C4C(=O)NC2CCCCC2)c1 (centres undefined),0.0,-11,0.1,3,6,7,0,1,0,-15,-2
CCCCCCc1c(O)nc(SCCN2CCOCC2)[nH]c1=O,-0.3,19,-0.3,-4,16,13,-1,5,10,-7,-2
CC(=O)NC(CC(=O)NC1CCCCCC1)c1ccccc1 (centres undefined),-0.3,1,-1.0,-30,-5,-11,-2,2,-9,0,1
CCOC(=O)C1=CC[C@@H](c2ccccc2Cl)N(S(=O)(=O)c2ccc(C)cc2)[C@H]1C(=O)OCC,-0.1,-12,-5.0,52,20,27,2,6,-4,4,12
Cc1ccc(NC(=O)NC2CCCCC2)c(C)c1,-0.1,-49,5.1,-7,-6,-56,-2,-6,-1,-5,6
Cc1cc(C)c(C(=O)COC(=O)c2nn(C)c(=O)c3ccccc23)cc1C,0.0,11,0.0,3,-14,-8,0,-6,-25,-16,18
COc1ccccc1C(=O)Nc1ccc2c(c1)nc1n2CCSC1,0.0,-109,-0.4,-81,-243,-157,1,-53,20,-21,-7
COCCCNc1nc2nonc2nc1NCCSC,-0.1,16,2.6,11,10,14,3,-13,9,6,-5
O=C(CNc1cc(S(=O)(=O)N2CCOCC2)ccc1NCC1CCCO1)Nc1ccc(F)c(F)c1 (centres undefined),-0.3,9,-0.2,-7,-5,3,-1,2,20,-41,-96

# Reprinted from the part before: 4 compounds; new compounds follow.
SMILES,aDG glyco up,NR2E3 ag-1,iPSC survival up,Shn3 3UTR inh,HIF-2a inh,Peg3 promoter,NR2E3 ag-2,TRPM1 prom inh,KKLEB tox,TWEAK-Fn14 inh,CF NFkB inh
Cc1cc(C)c(C(=O)COC(=O)c2nn(C)c(=O)c3ccccc23)cc1C,0.0,11,0.0,3,-14,-8,0,-6,-25,-16,18
COc1ccccc1C(=O)Nc1ccc2c(c1)nc1n2CCSC1,0.0,-109,-0.4,-81,-243,-157,1,-53,20,-21,-7
COCCCNc1nc2nonc2nc1NCCSC,-0.1,16,2.6,11,10,14,3,-13,9,6,-5
O=C(CNc1cc(S(=O)(=O)N2CCOCC2)ccc1NCC1CCCO1)Nc1ccc(F)c(F)c1 (centres undefined),-0.3,9,-0.2,-7,-5,3,-1,2,20,-41,-96
O=C1c2ccccc2S(=O)(=O)N1Cc1cccc(S(=O)(=O)N2CCOCC2)c1,-0.3,-26,10,-7,13,12,1,2,6,-14,-16
COc1ccccc1NC(=O)CC1C(=O)Nc2ccccc2N1C(=O)c1ccccc1 (centres undefined),0.1,10,-0.5,0,14,16,0,13,1,9,-5
O=[N+]([O-])c1ccc(N2CCN(Cc3ccccc3)CC2)nc1,0.3,-36,-1.6,-4,1,17,1,2,14,13,3
CCc1ccc(NC(=O)c2cc(S(=O)(=O)N3CCc4ccccc43)cn2C)cc1,0.2,-6,-0.5,21,-2,21,1,-8,-11,25,-11
CCCCCCCCOC(=O)C1=C(C)Nc2nnnn2C1c1cccs1 (centres undefined),1.0,17,12,39,24,20,-1,-16,-5,24,10
COCC(C)n1c(SCC(=O)NC(=O)Cc2ccccc2)nc2ccccc2c1=O (centres undefined),0.2,-7,0.2,-4,14,-3,-1,4,-13,4,4
NS(=O)(=O)c1ccc(NC(=S)Nc2ccc(OCc3ccccc3)cc2)cc1,0.3,14,-1.7,-10,-13,-7,0,-8,11,-1,10
CN(CC(=O)Nc1c(F)cccc1F)Cc1cccs1,0.2,-1,-0.2,-16,-6,-9,1,-9,9,-9,-5
CN1CCN(C(=O)C2CC(=O)N(c3ccc(F)c(Cl)c3)C2)CC1 (centres undefined),-0.1,-13,2.3,-15,12,3,4,x,11,6,4
CC(=O)c1ccc(NC(=O)c2ccc(C)c(Br)c2)cc1,1.6,-95,-1.2,17,-222,-220,2,-56,0,-20,-18
Cc1cc2nc(-c3ccc(C#N)cc3)c(Cc3ccsc3)n2c(C)c1Br,0.6,14,-0.6,x,-53,x,x,x,x,-3,x
CC1(C)C(=O)Nc2ccccc2N1C(=O)COC(=O)c1cccnc1Cl,-0.2,-5,0.7,0,13,1,x,8,-7,6,14
CC(=O)c1c(C)[nH]c(C(=O)COC(=O)c2ccc3c(=O)n4c(nc3c2)CCC4)c1C,0.4,1,-0.4,11,5,6,-1,10,4,14,-2
O=S1(=O)CSCS(=O)(=O)C1,0.1,-11,3.5,10,14,15,x,9,-14,-12,-11

# Screening results deposited in PubChem BioAssay by several laboratories.
